MmCpn inh: Inhibitors of TCP-1 ring complex (TRiC) of Methanococcus maripaludis (MmCpn): qHTS; Chaperonin Mm-Cpn (Methanococcus maripaludis); purified Mm-Cpn ATPase, ADP Transcreener TR-FRET; Potency, µM (doses to about 76.9 µM), for the others: at the highest dose activity, negative = inhibition, usual class: inhibitors; 0.031% of 330,000 active; AID 504842, 2011; further: potency means the concentration at half of the fitted maximal effect; on the % scale 0 is the no-effect control and ±100 the full control effect; nearly all actives have a fitted effect of over 80% in size
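25 nM Mm-CPN + cpd, 10 min 37°C; + 10 uM ATP, 30 min 37°C; buffer 30 mM Tris pH 7.4, 100 mM KCl, 5 mM MgCl2, 1 mM DTT; Transcreener ADP HTRF detection 30 min RT.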
TDP43 rescue: qHTS of TDP-43 Inhibitors; TDP-43 expressing yeast growth rescue, BacTiter-Glo, 24 h; Potency, µM (series often up to 46.1 µM), inactives show at the highest dose growth rescue (activation), usual class: activators; 1.8% of 410,000 active; AID 652104, 2013; further: potency means the concentration at half of the fitted maximal effect; % of control where 0% means no effect; nearly all actives have a fitted effect of over 50% in size
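Luminescence from BacTiter-Glo reports growth of TDP-43-expressing yeast after 24 hr at 30 deg C with compound. Cells were raffinose-pregrown to mid-log, then seeded in galactose medium at OD600=0.02.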
aSyn yeast inh: qHTS of alpha-syn Inhibitors; Yeast expressing alpha-synuclein, growth rescue, BacTiter-Glo, 24 h; 0.14% of 370,000 active; Potency, µM (titrated, usually from 46.1 µM), inactives show at the highest dose growth rescue (activation), most hits filed as activators; further: potency means the concentration at half of the fitted maximal effect; % of control where 0% means no effect; nearly all actives have a fitted effect of over 65% in size
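Galactose-induced alpha-syn yeast (OD600=0.02, raffinose-pregrown) + pinned cpd, 24 hr, 30 deg C; growth by BacTiter-Glo luminescence. Growth restoration scores as activation.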
HEK293 tox: qHTS of GLP-1 Receptor Inverse Agonists: Cytotox Screen; HEK293 cAMP-luciferase reporter cells, luminescence, 24 h; Potency, µM (doses to about 38.3 µM), without a hit: at the top dose activity change, negative = inhibition, actives largely listed as inhibitors; 0.13% of 410,000 active; AID 624418, 2012;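 further: loss of luciferase light is scored as toxicity; potency means the concentration at half of the fitted maximal effect; on the % scale 0 is the no-effect control and ±100 the full control effect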
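Compound-treated cells are incubated 24 hr at 37 deg C under 5% CO2 after a 12 hour attachment period, then luciferase detection reagent is added and luminescence is measured following 12 min at room temperature; lowered signal indicates toxicity.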
pAkt inh: HTS Assay for Inhibitors of Akt Phophorylation: Primary Screen; activity change, % for hits at 50 µM; 0.32% of 360,000 active; Neuro2A IGF-stimulated pAkt S473 HTRF, 20 min; hits give low values; AID 651550, 2012; in the data active means activity change below about -80%; inconclusive means mostly about -51% to -80%; further: on the % scale 0 is the no-effect control and ±100 the full control effect
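Single-point screen (50 µM final compound) in Neuro2A cells stimulated 20 min with 6 nM IGF at 37 deg C. After lysis, Ser473-phosphorylated Akt read by HTRF (ex 330 nm, em 615/665 nm) as the 665/615 ratio.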
PTHR1 ag: qHTS for PTHR1 Agonists: Primary Screen. Parathyroid hormone/parathyroid hormone-related peptide receptor (Homo sapiens), Q03431. HEK293 GP2 PTHR1 cells, GloSensor cAMP luminescence, 1 h. Potency, µM (doses to about 115 µM), for inactives: at the top dose activation, hits mostly activators. 0.075% of 410,000 active. AID 743266, 2014; further: potency means the concentration at half of the fitted maximal effect; nearly all actives have a fitted effect of over 55% in size; some results filed as inactive show a strong effect at the top dose; inactives centre near -15; many of its hits are not listed in these tables
Target sequence (Q03431 whole entry, looked up): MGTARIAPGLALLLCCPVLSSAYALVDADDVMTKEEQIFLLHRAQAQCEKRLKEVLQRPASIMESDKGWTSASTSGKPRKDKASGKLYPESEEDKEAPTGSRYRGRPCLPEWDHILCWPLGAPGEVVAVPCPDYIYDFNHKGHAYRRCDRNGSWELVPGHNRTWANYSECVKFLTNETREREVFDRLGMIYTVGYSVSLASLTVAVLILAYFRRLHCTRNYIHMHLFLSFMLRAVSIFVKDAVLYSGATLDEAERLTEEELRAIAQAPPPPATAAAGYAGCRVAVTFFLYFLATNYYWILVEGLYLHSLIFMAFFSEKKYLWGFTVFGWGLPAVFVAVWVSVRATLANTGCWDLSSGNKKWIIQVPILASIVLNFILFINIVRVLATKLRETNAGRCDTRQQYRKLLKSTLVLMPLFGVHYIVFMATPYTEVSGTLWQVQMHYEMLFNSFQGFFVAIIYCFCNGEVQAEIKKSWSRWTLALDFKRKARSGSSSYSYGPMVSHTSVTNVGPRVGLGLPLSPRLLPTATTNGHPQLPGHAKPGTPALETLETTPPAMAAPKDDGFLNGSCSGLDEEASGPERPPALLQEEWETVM
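HEK-293-derived GP2 cells expressing PTHR1 and a GloSensor cAMP reporter, 3,000/well, plated overnight, given luciferin plus IBMX (each 0.5 mM as added) for 1 h at 37 °C, then compound for 1 h at 37 °C. Luminescence was read after 15 min at room temperature.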
GLP1R inv ag: qHTS of GLP-1 Receptor Inverse Agonists (Inhibition Mode). Glucagon-like peptide 1 receptor (Homo sapiens), P43220. HEK293 GLP-1R CRE-luciferase, luminescence, 24 h; GLP-1R form is constitutively active. Potency, µM (top dose mostly 38.3 µM), inactives show top-dose activity change, negative = inhibition, usual class: inhibitors. 1.6% of 410,000 active; further: potency means the concentration at half of the fitted maximal effect; on the % scale 0 is the no-effect control and ±100 the full control effect; nearly all actives have a fitted effect of over 55% in size
Target sequence (P43220 whole entry, looked up): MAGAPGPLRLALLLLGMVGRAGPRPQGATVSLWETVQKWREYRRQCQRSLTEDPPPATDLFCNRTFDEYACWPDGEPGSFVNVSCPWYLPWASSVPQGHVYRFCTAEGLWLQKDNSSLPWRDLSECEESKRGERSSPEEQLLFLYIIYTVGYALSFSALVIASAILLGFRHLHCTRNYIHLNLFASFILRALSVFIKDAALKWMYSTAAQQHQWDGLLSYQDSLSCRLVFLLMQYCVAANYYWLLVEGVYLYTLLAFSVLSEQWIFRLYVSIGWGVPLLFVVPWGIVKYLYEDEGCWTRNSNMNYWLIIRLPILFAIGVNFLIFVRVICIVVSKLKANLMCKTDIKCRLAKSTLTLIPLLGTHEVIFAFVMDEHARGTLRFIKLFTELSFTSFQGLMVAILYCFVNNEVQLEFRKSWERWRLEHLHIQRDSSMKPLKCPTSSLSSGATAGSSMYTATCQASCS
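qHTS in 1536-well format: reporter HEK293 cells expressing constitutive GLP-1R activity in DMEM + 10% Nu serum, 24 hr with compounds at 37 deg C, luminescence read after 12 min with detection reagent.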
FUS yeast rescue: qHTS for Suppressors of FUS Proteinopathy: Primary screen using FUS-linked yeast assay; S. cerevisiae FUS-expressing, growth rescue, OD600, 24 h; Potency, µM (series often up to 76.6 µM), for inactives: top-dose growth rescue (activation), hits mostly activators; 0.24% of 390,000 active;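 further: potency means the concentration at half of the fitted maximal effect; plate controls were DMSO vehicle for no effect and reference control for full effect; nearly all actives have a fitted effect of over 55% in size; some results filed as inactive show a strong effect at the top dose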
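FUS-expressing yeast, raffinose-pregrown, induced in 2% galactose minimal medium at OD 0.005; compounds in a dilution series, 24hr at 30C. Growth restoration read as absorbance at 600 nm. CP55940 positive control, DMSO negative.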
Abeta yeast res: qHTS for compounds that reverse cellular toxicity of Amyloid beta (A-beta) peptide in yeast: Primary Screen; Potency, µM (titrated, usually from 46.1 µM), for inactives: at the top dose growth rescue, usual class: activators; 0.063% of 410,000 active; yeast expressing A-beta42, growth rescue, OD600, 48 h; response scale: 0% DMSO, 100% iron-clioquinol control; AID 1347071, 2019; further: potency means the concentration at half of the fitted maximal effect; nearly all actives have a fitted effect of over 55% in size
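Yeast A-beta toxicity model in growth medium with pinned compounds, 48 h at 30 C; growth read as absorbance at 600 nm. Normalized to FeCl3/clioquinol equimolar mix (positive) and DMSO (negative).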
* = called active by the depositor; i = inactive; u = inconclusive; x = no result given; & = joins results of further samples; [ ] = another dose, or the depositor's remark. Unless noted, the call rests on the fitted dose curve; in most records, active means well fitted curve in the direction sought with a large enough effect; inconclusive means small, poorly fitted or top-dose-only effect, or another doubt; inactive means no such curve, though single readings can be large; an effect the other way counts as inactive or inconclusive. Not all compounds are listed, so the mix of outcomes need not match the whole.

SMILES	MmCpn inh	TDP43 rescue	aSyn yeast inh	HEK293 tox	pAkt inh	PTHR1 ag	GLP1R inv ag	FUS yeast rescue	Abeta yeast res
CN(CCOc1ccc(Cl)cc1)C(=O)c1cccc(S(=O)(=O)N2CCN(c3ccccc3)CC2)c1	x	19%	u	-12%	i	-18%	u	31%	27%
O=C(NCc1ccccc1)C(c1ccco1)N1CCN(c2ccccc2F)CC1 (stereo not given)	x	4%	0%	3%	i	-1%	u	9%	-8%
Cc1noc(C)c1S(=O)(=O)N1CCCC(C(=O)NCc2ccccc2Cl)C1 (stereo not given)	2%	15%	-4%	-1%	i	-1%	17%	-6%	-3%
O=C(N/N=C/c1ccccn1)c1ccco1	-1%	23%	-7%	0%	i	-19%	0%	10%	-4%
O=C1[C@@H]2Cc3c([nH]c4ccccc34)C(c3ccc(Cl)cc3)N2C(=O)CN1CCO (stereo not given in full)	-1%	15%	1%	-12%	i	-20%	u	1%	8%
O=C(NC1CCCCC1)C1c2ccccc2OCC(=O)N1Cc1ccc2c(c1)OCO2 (stereo not given)	x	17%	0%	6%	i	13%	-26%	-4%	-7%
O=C(CCN1C(=O)C2C3C=CC(C3)C2C1=O)Oc1ccc2ccccc2c1 (stereo not given)	2%	0%	0%	1%	i	-22%	15%	-11%	-19%
CC(=O)c1ccc2c(c1)C1C=CCC1C(c1ccc(S(=O)(=O)N3CCOCC3)cc1)N2 (stereo not given)	-6%	0%	-1%	-19%	i	-2%	-16%	x	-4%
CCC(C(=O)c1ccc(O)cc1)c1ccccc1 (stereo not given)	-5%	u	15%	18%	i	-19%	u	10%	6%
O=C(O)C1C2C=CC(C2)C1C(=O)Nc1cccc(C(=O)N2CCCCC2)c1 (stereo not given)	2%	-7%	-10%	-14%	i	-16%[57.5 µM]	10%	1%	12%
CS(=O)(=O)N1CCN(C(=O)Nc2ccccc2)CC1	0%	-23%	-4%	9%	i	-5%	6%	15%	-8%
CCCCCCSc1cccc(-c2nc3ccc(Cl)cn3c2NCc2ccccc2)c1	1%	13%&3%	2%&7%	7%&3%	i	-7%&-4%	u	13%&26%	3%&-6%
COc1ccccc1CNc1ncc(-c2ccccc2)n1C	-7%	-4%	-4%	-12%	i	7%	u	-11%	-13%
C=CCN(c1ccc(C(=O)Nc2ccc3c(c2)n(C)c(=O)n3C)cc1)S(C)(=O)=O	-1%	-18%	-1%	1%	i	i	87%[activator]	4%	-3%
Cc1ccc2cc(C=O)c(N(C)C)nc2c1	-7%	-4%	u	9%	i	i	-10%	x	2%
Cc1cc(C)n(S(=O)(=O)c2ccc3oc(=O)ccc3c2)n1	0%	-8%	11%	3%	i	-22%	8%	12%	2%
NC(=O)NC(=O)CSc1nc2cc([N+](=O)[O-])ccc2n1-c1cccc(C(F)(F)F)c1	1%	0%	1%	-11%	i	u	9%	19%	-4%
O=C(NCc1ccccc1)c1cc(=O)c2ccccc2o1	-4%	u	-17%	1%	i	i	3%	1%	28%
CCC(c1nnc(SCC(=O)Nc2ccc(C(=O)Nc3ccccc3OC)cc2)o1)N(C)C (stereo not given)	-18%	14%	-2%	-9%	i	-23%	2%	0%	19%
CN1CCN(C2=NC(=O)/C(=C/c3cn[nH]c3-c3ccccc3)S2)CC1	-8%	17%	-4%	1%	i	-5%	2%	9%	4%

By substructure: those above containing an NH in an aromatic ring (2)
SMILES	MmCpn inh	TDP43 rescue	aSyn yeast inh	HEK293 tox	pAkt inh	PTHR1 ag	GLP1R inv ag	FUS yeast rescue	Abeta yeast res
O=C1[C@@H]2Cc3c([nH]c4ccccc34)C(c3ccc(Cl)cc3)N2C(=O)CN1CCO (stereo not given in full)	-1%	15%	1%	-12%	i	-20%	u	1%	8%
CN1CCN(C2=NC(=O)/C(=C/c3cn[nH]c3-c3ccccc3)S2)CC1	-8%	17%	-4%	1%	i	-5%	2%	9%	4%

(next part)
SMILES	MmCpn inh	TDP43 rescue	aSyn yeast inh	HEK293 tox	pAkt inh	PTHR1 ag	GLP1R inv ag	FUS yeast rescue	Abeta yeast res
CC(C)(C)c1nnc2sc(SCC(=O)N3CCc4ccccc43)nn2c1=O	2%	15%	6%	12%	i	-19%	5%	16%	-14%
Cc1cccc(OCC(=O)Nc2cccc(-c3nc4ccccc4s3)c2)c1	x	25%	x	-7%	x	-26%	u	6%	9%
COc1c(C(=O)Nc2ccc3[nH]c(=O)[nH]c3c2)cc2ccccc2c1Br	-4%	-14%[9.22 µM]	-2%	3%[7.66 µM]	i	i	2%[7.66 µM]	30%	2%
CCOc1ccccc1C(=O)NC1CC2CCCC(C1)N2Cc1ccc(C)cc1 (stereo not given)	0%	4%	9%	u	i	i	-19%	15%	14%
COc1ccc(N(CC(=O)NCCSc2ccccn2)S(=O)(=O)c2ccccc2)c(OC)c1	-3%	-14%	-4%	-1%	i	i	-15%	5%	-6%
Cc1ccc(S(=O)(=O)NCc2ccccc2Br)cc1	x	u	17%	4%	i	-4%	-21%	0%	-3%
Cc1cccc(NC(=O)c2cc(-c3ccc4c(c3)OCCO4)on2)c1	x	-11%	x	1%	x	-28%	u	14%	-31%
COC(=O)CSc1nnc(-c2ccoc2C)n1-c1ccc(OC)cc1	0%	-6%	-3%	-14%	i	u	-1%	9%	4%
Cc1ccc(N2CC(NC(=O)/C=C\c3ccc4c(c3)OCO4)CC2=O)cc1C (stereo not given)	x	2%	x	-11%	x	i	-23%	40%	-7%
CN1CCN(C(=O)CN(c2cccc(Cl)c2)S(=O)(=O)c2ccccc2)CC1	-1%	10%	1%	-6%	i	i	-15%	6%	19%
O=C(CCc1nc2ccccc2s1)NCc1ccccc1F	2%	12%	-1%	23%	i	-28%	6%	-16%	20µM*
O=C(CCN1C(=O)/C(=C/c2ccccc2Cl)SC1=S)NNC(=O)c1ccccc1O	2%	7%	1%	-15%	i	-16%	u	4%	4%
CCCCN1CC(c2nc3ccccc3n2CCCCOc2ccccc2C)CC1=O (stereo not given)	x	0%	x	u	x	-26%	u	u	-24%
COc1ccc(-n2c(CC3C(=O)N(C)c4ccc(C)cc43)nc3ccccc3c2=O)cc1 (stereo not given)	x	17%	x	-11%	x	-50%[inhibitor]	-29%	42%	-4%
Fc1ccc2[nH]c3c(N4CCc5ccccc5C4)ncnc3c2c1	1%	19%	-14%	u	i	-31%[inhibitor]	u	7%	-15%
C=CCOc1nc(N(C)C)nc(N(C)C)n1	0%	-6%	-1%	-1%	i	i	2%	20%	5%
CNC(=O)CSc1cnc2ccccc2n1	0%	-21%	0%	1%	i	i	17%	6%	-7%
O=C(NC1CCCC1)C1=COCCO1	-2%	-6%	2%	3%	i	-60%[inhibitor]	7%	-15%	13%
O=C1CC2(CCCC2)C(=O)N1CN1CCN(S(=O)(=O)c2ccc(Cl)c(Cl)c2)CC1	-1%	1%	-5%	8%	i	i	-1%	x	-12%
Cc1ccc(NC(=O)C2CCCCC2)cc1C	-1%	u	-3%	2%	i	-33%[inhibitor]	-14%	-1%	3%
C=CCSc1nnc(NC(=O)c2cccc(S(=O)(=O)N(C)c3ccccc3)c2)s1	-3%	-33%[inhibitor]	-25%	-4%	i	-55%[inhibitor]	-16%	x	-7%
CCN1C(=O)/C(=C/c2ccc(OC)c(OC)c2)N=C1SCC(=O)NCc1ccco1	-1%	-1%	1%	6%	i	-5%	81%[activator]	32%	-9%
O=c1cc(-c2cccc(F)c2)[nH]c2ccccc12	1%	22%	-9%	18%	i	-4%	u	-6%	-8%
Cn1cnnc1SCCC(=O)Nc1ccc(Cl)cc1	3%	-11%	2%	5%	i	-13%[57.5 µM]	10%	19%	15%
CC1(C)CC(=O)C=C(c2cccc(O)c2)C1	-3%	23%	1%	-2%	i	-30%[inhibitor]	10%	-9%	7%
CC(=C/C(=O)O)/C(=C/c1ccccc1)C(=O)O	-1%	-9%	0%	16%	i	i	25%	x	-14%
COc1ccccc1NC(=O)Cn1nnc(-c2ccccc2NC(=O)c2ccco2)n1	-4%	2%	0%	-31%	x	i	1%	-5%	14%
COc1cccc(-c2nnn(CCC(=O)O)n2)c1	1%	8%	-1%	16%	i	-16%[57.5 µM]	0%	8%	-3%
CC(C)N(C(=O)Cn1cc(S(=O)(=O)CC(=O)NCCc2ccccc2)c2ccccc21)C(C)C	x	-4%	-4%	-7%	i	-6%	-6%	7%	-5%
Cc1cc(C)c2c(=O)n3c(nc2c1)C(CC(C)C)NC(=O)c1cc2ccccc2cc1-3 (stereo not given)	x	13%	-3%	12%	i	-50%[inhibitor]	8%	1%	3%
CCOC(=O)C1=C(C)NC(=O)C1CC(=O)O (stereo not given)	0%	21%	0%	-10%	i	i	18%	-32%	-3%
O=C(CC(=O)NC1CCCCC1)N/N=C/c1ccccc1Cl	2%	-28%	-3%	15%	i	i	12%	x	-11%
COc1ccccc1N(/N=C1\Sc2ccccc2C1=O)C(C)=O	1%	16%	-8%	u	i	-44%	u	3%	-8%
COc1ccc(C2CC(c3cccs3)=NN2c2ccc(C=O)cc2)cc1 (stereo not given)	-11%	6%	0%	x	i	-19%	u	x	13%

High-throughput results (PubChem)
